# RMI FANCM FP: RMI-FANCM interaction inhibition. Fluorescence polarization, RMI core complex with F-MM2 peptide; hits give low values. hit rate 0.58% among 70,000. AID 1159607. FP signal (polarization) at 33 µM; in the data active means FP signal below about 40; further: inactives centre near 61; strong numbers were not always called active; unit not given here
# Starred values were filed as active, the others as inactive; & = joins results of further samples; ! = not confirmed by another sample. A portion of the library, so the mix of outcomes need not match the whole.
RMI FANCM FP	canonical_smiles
61	CCC(Sc1nc2ccccc2s1)C(=O)Nc1nnc(C(C)C)s1 (stereo unspecified)
55	COc1ccc(N2CCN(CC(O)COc3ccc(Cl)cc3Cl)CC2)cc1 (stereo unspecified)
116	O=C(CCc1nc2sc3c(c2c(=O)[nH]1)CCCCC3)NCc1ccccc1
53	CCOC(=O)/C(C#N)=C1\NC(CO)C(c2ccccc2)O1 (stereo unspecified)
91	CC(C)(C)c1ccc(OCC(=O)Nc2ccc3c(c2)N(C(=O)c2cccs2)CC3)cc1
80	CCOC(=O)N1CCc2c(sc(NC(=O)c3cc(OCC)c(OCC)c(OCC)c3)c2C#N)C1
59	O=C(NCCOc1cc(N2CCCCC2)ncn1)c1cc2ccccc2oc1=O
63	Cc1ccc(S(=O)(=O)c2nc(S(=O)(=O)Cc3ccccc3)sc2NCC2CCCO2)cc1 (stereo unspecified)
54	Clc1ccc(I)c(Cl)c1Cl
60	O=C(/C=C/N1CCOCC1)c1csc(-c2ccc(C(F)(F)F)cc2)n1
58	O=C(NCCC1=CCCCC1)NC1CC(=O)N(c2ccc(F)cc2)C1 (stereo unspecified)
56	COc1ncnc2c1cnn2C
55	CN(C)/C=C/C(=O)c1cc(-c2cccc(C(F)(F)F)c2)no1
57	CSc1nsc(SC)c1-c1nn[nH]n1
53	O=S(=O)(CCS(=O)(=O)c1cccs1)c1ccc(Cl)cc1
53	COc1ccccc1CCNC(=O)C(=O)Nc1ccc2c(c1)OCO2
51	COc1ccc(N2CCN(S(=O)(=O)c3ccccc3F)CC2)cc1
66	Cc1nc(-c2ccccc2)sc1C(=O)NCCn1nc(-c2ccncc2)ccc1=O
56	COc1ccc(-c2ccc(N3CCN(C(=O)C4CCCCC4)CC3)nn2)cc1OC
62	CCOC(=O)C(Cc1cc(F)cc2c1OCOC2)(NC(C)=O)C(=O)OCC
67	COc1cccc(C(=O)Nc2nc3ccc(S(=O)(=O)N4CCCC4)cc3s2)c1OC
71	COc1ccc(S(=O)(=O)NCCc2ccc(N3CCCC3)cc2)cc1F
74	CCS(=O)(=O)Nc1cccc(C2=NN(S(=O)(=O)c3ccccc3)C(c3ccco3)C2)c1 (stereo unspecified)
54	N#Cc1ccccc1NC(=O)C(=O)NCCCO
78	COc1cc(-c2ccc(N=Nc3ccc4c(S(=O)(=O)O)cc(S(=O)(=O)O)c(N)c4c3O)c(OC)c2)ccc1N=Nc1ccc2c(S(=O)(=O)O)cc(S(=O)(=O)O)c(N)c2c1O

# Carrying on:
RMI FANCM FP	canonical_smiles
67	O=C(Nc1nc(C(=O)N2CCc3ccccc3C2)cs1)c1ccccc1
62	O=c1cccnn1CCNS(=O)(=O)c1ccccc1C(F)(F)F
55	CCOC(=O)c1cnn(C(=O)c2c(C)nc3ccccn23)c1N
65	Cc1ccc(C(=O)Cn2cnc3c(cnn3C3CCS(=O)(=O)C3)c2=O)c(C)c1 (stereo unspecified)
60	O=C(NCCC1=CCCCC1)C1(c2cccs2)CCCC1
56	COc1ccc(-c2cn[nH]c2-c2ccc(OCCN3CCC(C(N)=O)CC3)c(C)c2O)cc1
60	Cn1c(=O)c2c(nc(N3CCOCC3)n2CCSc2nnnn2-c2ccccc2)n(C)c1=O
55	CCCN(CCC)S(=O)(=O)CCNC(=O)c1ccc2c(c1)OCO2
48	COc1ccc(-c2c3c(nc4sc(C(=O)N5CCOCC5)c(N)c24)CC(C)(C)CC3=O)cc1
65	Cc1cc(NC(=O)C2CCCC2)n(-c2nc3c(cnn3-c3ccc(F)cc3)c(=O)[nH]2)n1
60	COC(=O)c1sc(-c2ccc(Cl)cc2)cc1NC(=O)C(Cl)Cl
66	Cc1ccc(S(=O)(=O)NCCCC(=O)NCc2ccco2)cc1
56	CCSc1nnc(NC(=O)CSc2nnc(CNC(=O)COc3ccc(Cl)cc3)o2)s1
65	C/C(Cl)=C/Cn1c(SCc2ccc([N+](=O)[O-])cc2)nc2c1c(=O)[nH]c(=O)n2C
58	N/C(CS(=O)(=O)Cc1ccco1)=N/OC(=O)c1ccc(Cl)cc1
75	COCCN1CCC(CNC(=O)c2ccc(C(F)(F)F)cc2)CC1
-33	CCOC(=O)c1ccc(Nc2nnc(-c3cc4cccc(OCC)c4oc3=O)s2)cc1
55	S=C(NCc1ccccc1Cl)NC12CC3CC(CC(C3)C1)C2
57	C=CCNC(=O)COc1ccc([N+](=O)[O-])cc1
54	O=C(Nc1nnc(C2CCCO2)o1)C(c1ccccc1)c1ccccc1 (stereo unspecified)
64	O=C(NC1CCN(CCCC(=O)N(c2ccccc2)C2CCCCC2)CC1)c1ccccc1
62	CCn1nc(C(=O)Nc2cccc(C(C)=O)c2)cc1C
62	CCOc1ccc(S(=O)(=O)Nc2ccc3c(c2)CCC(=O)N3)cc1F
62	CCOC(=O)N1CCN(C(=O)CSc2ncnc3c2nnn3Cc2ccccc2)CC1
76	CCOC(=O)c1c(NC(=O)c2ccccc2)sc2ccccc12

# (list continues)
RMI FANCM FP	canonical_smiles
54	Cc1nc2ccccc2c(=O)n1-c1ccc(NS(C)(=O)=O)cc1
68	CSc1sc(C(=O)NNC(=O)Nc2ccc(Cl)cc2)c2c1C=CCC2
61	Cc1ccc2c(c1)c1c3n2CCNC3CCC1 (stereo unspecified)
66	COc1cc(OC)cc(C(=O)Nc2nnc(-c3ccc(Br)s3)o2)c1
56	Cc1noc(NC(=O)c2ccc(C(F)(F)F)cc2)c1[N+](=O)[O-]
73	Cc1ccc(CSC2=NCCN2C(=O)c2ccc(C(C)(C)C)cc2)cc1
60	CSC(N)=Nc1ccccc1
66	Cn1c(SCC(=O)Nc2ccc3c(c2)OCCO3)nc2cc(-c3ccccc3)sc2c1=O
66	COc1ccc(S(=O)(=O)NCCn2nc(-c3ccncc3)ccc2=O)cc1F
60	Cc1ncc(CC(=O)O)s1
60	O=C(NCc1cccs1)C(=O)NCC(c1cccnc1)N1CCc2ccccc2C1 (stereo unspecified)
60	O=C(Nc1nc2c(F)cccc2s1)c1cccc([N+](=O)[O-])c1
52	N#Cc1c(Cl)cccc1Oc1ccc(-c2ccnc(N)n2)cc1
59	COc1cccc(NC(=S)N(CCC#N)/N=C\c2ccc3c(c2)OCO3)c1
63	Cc1ccc(N2CCCS2(=O)=O)cc1NC(=O)C(=O)NCCN(C)C
53	COc1ccccc1CNC(=O)C(=O)NCCC1CCCCN1S(=O)(=O)c1cccs1 (stereo unspecified)
91	CCc1nnc(-c2ccc(NC(=O)C(=O)c3c[nH]c4ccccc34)cc2)o1
56&55	Cc1ccc(Oc2ncccc2NC(=O)CN2CCC(NC(=O)c3ccccc3)CC2)c2c1CCC2
68	NS(=O)(=O)c1ccc(NC(=O)CCN2C(=O)S/C(=C\c3ccccc3)C2=O)cc1
90	CCOc1ccc(NC(=O)c2ccc(CNS(=O)(=O)c3cccc(Cl)c3)cc2)cc1
31*!	Cc1cc(NC(=O)CN2CC3CC(C2)c2cccc(=O)n2C3)nc2c1c(=O)oc1ccccc12 (stereo unspecified)
64	CCOC(=O)c1ccc(OCC2NCCc3cc(OC)c(OC)cc32)cc1 (stereo unspecified)
53	NC(=S)Cc1ccc([N+](=O)[O-])cc1
68	O=C(NCc1ccsc1)c1ccc(F)c(F)c1
66	O=C(Cn1nc(-c2cccs2)c2sc(N3CCCC3)nc2c1=O)Nc1cccc(F)c1

# 7 of the entries above in order of the RMI FANCM FP value, lowest first.
RMI FANCM FP	canonical_smiles
53	NC(=S)Cc1ccc([N+](=O)[O-])cc1
56	COc1ncnc2c1cnn2C
60	O=C(/C=C/N1CCOCC1)c1csc(-c2ccc(C(F)(F)F)cc2)n1
62	CCn1nc(C(=O)Nc2cccc(C(C)=O)c2)cc1C
66	Cc1nc(-c2ccccc2)sc1C(=O)NCCn1nc(-c2ccncc2)ccc1=O
68	O=C(NCc1ccsc1)c1ccc(F)c(F)c1
71	COc1ccc(S(=O)(=O)NCCc2ccc(N3CCCC3)cc2)cc1F

# Continuation:
RMI FANCM FP	canonical_smiles
61	CCN1CCN(c2nc3ccc(OC(=O)c4ccc(S(=O)(=O)N5CCCC(C)C5)cc4)cc3s2)CC1 (stereo unspecified)
62	O=C(CN1C(=O)c2ccccc2C1=O)Nc1ccc2c(c1)CCCN2S(=O)(=O)c1cccs1
63	COc1ccc(-c2csc3c(=O)[nH]cnc23)cc1OC
70	CC(C)c1ccc(OCC(O)CN2CCCCC2)cc1 (stereo unspecified)
65	Cc1ccc(N2CCCS2(=O)=O)cc1NC(=O)C(=O)NCCc1ccccc1
67	Clc1ccc(-c2nc(C=Nc3ccccc3)c3ccccn23)cc1
55	O=c1c2cnn(CCO)c2ncn1Cc1cccc([N+](=O)[O-])c1
59	O=Cc1ccc(Sc2cccc3cccnc23)o1
83	O=C(CSc1nnc(-c2ccccc2)o1)c1ccc(Cl)c(Cl)c1
55	Cc1nn(-c2ccccc2)c2nc(N)c(C(N)=O)cc12
66	O=C(Cc1cccs1)NCCn1ncc2c(N3CCCC3)ncnc21
54	COCCCNC(=O)c1ccccc1C(=O)Nc1cc(C(F)(F)F)cc(C(F)(F)F)c1
52	CCOC(=O)c1sc(NC(=O)c2coc3ccccc3c2=O)c(SC#N)c1C
61	O=C(Nc1ccncc1)c1cc([N+](=O)[O-])ccc1Sc1ccccc1
67	CC(C)Oc1ccc(C(=O)Nc2ccc3c(c2)CN(C(=O)C(C)C)CC3)cc1
55	Cc1nnc(-c2ccccn2)[nH]c1=O
66	CCn1ccc(C(=O)N2CCN(c3nc4ccc(SC)cc4s3)CC2)n1
65	O=C(CCc1csc(NC(=O)NC2CCCCC2)n1)NCc1ccccc1Cl
52	O=C(/C=C\c1cn(-c2ccccc2)nc1-c1cccc([N+](=O)[O-])c1)Nc1ccccc1
65	O=C(Nc1ccccc1-c1nc2ccccc2o1)C1CCCCC1
59	O=C(NCc1nc2ccccc2s1)c1cc(F)cc2c1OCOC2
64	CCOC(=O)C1CCN(c2c(C#N)cnc3ccccc23)CC1
52	Cc1cc(C)n(-c2ccc(N3CCN(C(=O)c4ccccc4C(F)(F)F)CC3)nn2)n1
54	CC(=O)N(C)c1cccnc1
53	O=C(O)/C=C/C(=O)NNC(=O)c1ccccc1[N+](=O)[O-]

# Some of the entries so far, as labelled records.
mol: O=C(/C=C\c1cn(-c2ccccc2)nc1-c1cccc([N+](=O)[O-])c1)Nc1ccccc1
  RMI FANCM FP: 52
mol: O=C(Nc1ccccc1-c1nc2ccccc2o1)C1CCCCC1
  RMI FANCM FP: 65
mol: O=C(NCc1nc2ccccc2s1)c1cc(F)cc2c1OCOC2
  RMI FANCM FP: 59
mol: CCOC(=O)C1CCN(c2c(C#N)cnc3ccccc23)CC1
  RMI FANCM FP: 64

# (list continues)
RMI FANCM FP	canonical_smiles
59	Cc1cc(NS(=O)(=O)c2ccc(NS(=O)(=O)c3cc(C)c(Cl)cc3Cl)cc2)no1
74	O=C(CSc1nc2sc3c(c2c(=O)n1-c1ccccc1)CCC3)NCC1CCCO1 (stereo unspecified)
56	COc1ccc(C(=O)CSc2nnc(CNC(=O)c3ccccc3)o2)cc1
57	CCOC(CNC(=O)NC1CC(=O)N(c2ccc(OC)c(OC)c2)C1)OCC (stereo unspecified)
53	O=C(COc1ccc(Cl)cc1Cl)Nc1ncnc2c1CCC2
68	CCOc1ccc2nc(NC(=O)CCc3csc(NS(=O)(=O)c4ccccc4)n3)sc2c1
49	CN(C)C(CNC(=O)COc1ccccc1F)c1cccc2ccccc12 (stereo unspecified)
48	COc1cccc(-c2nnc(-c3cc([N+](=O)[O-])ccc3Oc3cncc(Cl)c3)o2)c1
63	CC(=O)c1ccc(S(=O)(=O)NCCOc2cc(C)cc(C)c2)cc1
66	CCNC(=O)CC1CSc2nc3c(cnn3-c3ccccc3)c(=O)n21 (stereo unspecified)
52	Nc1nc(Sc2cc(-n3cccc3)c(Cl)cc2[N+](=O)[O-])n[nH]1
54	CC(=O)CC(=O)CCC(=O)O
59	O=S(=O)(Nc1nc2ccccc2nc1NCCC1=CCCCC1)c1cccs1
67	CCC(=O)N1CCc2ccc(NC(=O)c3ccc(OC)cc3OC)cc2C1
64	CC(=O)N1CCN(c2ccnc3c2c(=O)n(Cc2ccc(Cl)cc2)c(=O)n3C)CC1
58&55	O=C(CN1CCCC(c2nc3ccccc3[nH]2)C1)Nc1ccc(Br)cc1 (stereo unspecified)
55	O=C(NCCCN1CCN(Cc2ccccc2)CC1)c1cn2cc(C(F)(F)F)cc(Cl)c2n1
106	Cc1nn(-c2ccccc2)cc1/C=N\Nc1ncnc2c1cnn2-c1ccccc1
79	O=C(NCc1ccsc1)C(=O)Nc1ccc(F)c(Cl)c1
54	O=C(NCc1ccc2[nH]c3c(c2c1)CCCC3)c1cc2ccccc2oc1=O
71	CS(=O)(=O)c1ccc(-c2ccc(NC(=O)c3cc4cc(Br)ccc4oc3=O)cc2)nn1
61	Cc1ccc(NC(=O)NC(=O)c2c(-c3snnc3C)noc2C)cc1
65	COc1ccc(OC)c(/C=N\NC(=O)CNC(=O)c2c(F)cccc2Cl)c1
64	CC(=O)c1cc(CC=C(C)C)c(O)c(CC=C(C)C)c1
92	Cc1ccc(Cl)c2sc(NC(=O)C3CCN(S(C)(=O)=O)CC3)nc12

# Next entries follow:
RMI FANCM FP	canonical_smiles
65	Cc1nc2sc(C)c(C)n2c(=O)c1NC(=O)c1ccc(S(=O)(=O)N2CCCC2)cc1
61	Cc1ccc(C(=O)Nc2nnc(SCc3cccc(C(F)(F)F)c3)s2)cc1[N+](=O)[O-]
70	O=S(=O)(c1cccnc1)N1CCN(c2ccc(-c3ccncc3)nn2)CC1
51	O=C(c1cccn(Cc2cccc([N+](=O)[O-])c2)c1=O)N1CCCc2ccccc21
69	O=C(CSc1ccccc1)N(Cc1ccccn1)c1nc2c(F)cccc2s1
75	O=C(CC1CCCCN1S(=O)(=O)c1ccc(F)cc1)NC1CCCC1 (stereo unspecified)
73	COCCn1c(=NC(=O)c2ccc(S(=O)(=O)N3CC(C)OC(C)C3)cc2)sc2c3ccccc3ccc21 (stereo unspecified)
58	O=C(COC(=O)c1cccc(I)c1)c1ccc([N+](=O)[O-])cc1

# Screens deposited in PubChem BioAssay by Small Molecule Screening Facility, UW Madison.
